Screening data from PubChem.
CHOP inhibitor = inhibitors of CHOP induction in ER stress response; CHO-K1 CHOP-promoter luciferase, tunicamycin-induced, 15-18 h; inhibition, % at 10 µM; 3.8% of 220,000 active; AID 2732;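 active means compounds that reduced the stress-induced luciferase reporter signal by more than about 70% of percent inhibition, limit read from the data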;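 further: 0% = tunicamycin plus vehicle and 100% = wells without tunicamycin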
TRPN1 ag = activates the zebrafish TRPN1 channel; HEK293 zebrafish TRPN1-YFP, Fluo-8 calcium fluorescence; 100% = response to 87 µM carbachol; activation, % at 3 µM; 0.18% of 220,000 active; AID 1424;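 active means activation above its plate's cutoff, the mean activation of test wells on that plate plus 3 SD, cut at about 19% in these data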;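 further: 0% = DMSO alone and 100% = 87 µM carbachol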
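Material: zebrafish TRPN1-YFP in HEK293 cells; Doses: single test compound dose, 3 µM nominal, 0.3% DMSO; Timing: dye loading 1 h at 37 °C, then 30 min room temperature; Technique: intracellular calcium fluorescence with Fluo-8; Benchmarks: high carbachol 87 µM, low DMSO alone.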
p47phox inh = blocks human p47phox regulatory protein of NADPH oxidases | inhibition, % at 24.7 µM | p47phox/p22phox peptide binding, fluorescence polarization, 2 h | 0.53% of 220,000 active | P14598;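 active means inhibition above about 30%, limit read from the data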;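 further: 0% = p47phox with labelled peptide and 100% = labelled peptide alone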
Target sequence (P14598 whole entry, looked up): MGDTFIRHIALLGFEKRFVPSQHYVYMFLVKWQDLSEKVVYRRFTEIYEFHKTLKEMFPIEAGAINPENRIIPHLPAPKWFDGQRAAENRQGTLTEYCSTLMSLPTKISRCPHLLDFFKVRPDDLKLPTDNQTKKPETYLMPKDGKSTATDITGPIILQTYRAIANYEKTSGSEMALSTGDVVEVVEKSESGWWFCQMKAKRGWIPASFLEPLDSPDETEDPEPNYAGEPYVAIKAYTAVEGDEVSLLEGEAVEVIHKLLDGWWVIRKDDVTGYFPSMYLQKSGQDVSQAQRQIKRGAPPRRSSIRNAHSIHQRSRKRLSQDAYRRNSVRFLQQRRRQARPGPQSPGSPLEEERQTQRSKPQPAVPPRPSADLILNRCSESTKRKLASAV
EBV gp42 block = EBV gp42 inhibition | Fluorescence polarization binding assay, mP read-out | 0.42% of 220,000 active | inhibition, % (tested at 21.74 µM) | Q1HVG2; in the data active means inhibition above about 50%
Mdm2 ligase inh = inhibitors of human Mdm2 E3 ubiquitin ligase; 0.11% of 210,000 active; cell-based MDM2 ubiquitination luciferase reporter, 2 h; 0 = plate control, 100 = twice control, blank-subtracted; signal enhancement, % at 5 µM; Q00987; AID 1230;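 active means signal enhancement of 30% or more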;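 further: luminescence tracks abundance of the self-degrading MDM2-luciferase fusion protein; higher signal means inhibition of MDM2 E3 ligase activity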
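Assay system: stable mammalian line carrying autodegrading MDM2–luciferase fusion reporter; amount: 2000 cells seeded into each well; buffer or medium: DMEM; benchmarks: plate control and blank wells; signal: luciferase luminescence; timing: 2 h compound exposure at 37 °C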
TNF necrop inh = TNF-alpha cell death inhibition in Jurkat FADD-/- cells; Jurkat FADD-/- TNF necroptosis rescue, ATP luminescence, 24 h; 0 = TNF only, 100 = no-TNF cells; activation (protection from cell death), % at 10 µM; 0.068% of 220,000 active; AID 463075;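 active means activation, meaning protection from cell death, of at least 50% relative to plate controls; inactive means activation below 50%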;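 further: necroptosis triggered by 40 ng/mL TNF-alpha added together with compound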
TRPML3 agonist = human mucolipin-3 channel agonism; Q8TDD5; HEK293 TRPML3-YFP, Fluo-8 calcium fluorescence; 100% = the carbachol control signal; activation, % at 3 µM; 0.29% of 220,000 active; AID 1448;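 active means activation above its plate's cutoff, the mean activation of the plate's test wells plus 3 SD, cut at about 12% in these data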;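 further: 0% = DMSO only wells and 100% = carbachol wells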
Target sequence (Q8TDD5 whole entry, looked up): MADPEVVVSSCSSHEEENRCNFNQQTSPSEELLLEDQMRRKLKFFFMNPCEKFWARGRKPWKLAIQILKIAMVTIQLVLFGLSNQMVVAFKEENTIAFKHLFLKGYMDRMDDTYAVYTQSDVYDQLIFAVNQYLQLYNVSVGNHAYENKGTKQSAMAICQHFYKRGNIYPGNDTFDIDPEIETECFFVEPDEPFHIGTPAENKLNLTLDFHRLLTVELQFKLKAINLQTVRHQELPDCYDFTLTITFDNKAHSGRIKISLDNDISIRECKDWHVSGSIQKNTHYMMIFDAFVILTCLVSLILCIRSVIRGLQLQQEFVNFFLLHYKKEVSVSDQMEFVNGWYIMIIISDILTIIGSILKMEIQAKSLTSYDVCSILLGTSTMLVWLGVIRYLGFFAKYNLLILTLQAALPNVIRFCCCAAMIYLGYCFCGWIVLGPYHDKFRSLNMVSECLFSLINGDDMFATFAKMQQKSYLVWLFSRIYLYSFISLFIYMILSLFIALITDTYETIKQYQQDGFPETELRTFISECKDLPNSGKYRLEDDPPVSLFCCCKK
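Test system – HEK293 line with stable expression of human TRPML3-YFP channel · Control set – carbachol 87 µM final as high control (100%), DMSO as low control (0%) · Signal – Fluo-8 calcium dye fluorescence, ex 470-495, em 515-575 nm · Incubation – 1-h 37 °C dye load, 5-s basal, 120-s post-compound reads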
Runt-SMMHC FRET = Runt domain-CBFb-SMMHC interaction inhibition; Cerulean-Runt/Venus-CBFb-SMMHC FRET ratio 530/480, 1 h; inhibition, % at 20 µM; 0.74% of 220,000 active; AID 1434;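 active means mean inhibition across duplicate retests at 20 µM reaching about 50%, limit read from the data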;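 further: 0% = DMSO wells and 100% = wells with excess untagged CBFb-SMMHC; inhibitors lower the FRET ratio by blocking Runt binding to CBFb-SMMHC; some results filed as inactive read as strong as hits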
PPC-1+TRAIL kill = PPC-1 cancer cell killing with TRAIL present; PPC-1 cells + TRAIL, ATPLite viability luminescence; cell killing (% activity), % at 4 µM; 0.41% of 220,000 active; AID 1443;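 active means cell killing above 50% in the first pass at 4 µM, then a duplicate retest at 5 µM averaging 50% or more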;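 further: plate controls were cells with TRAIL plus DMSO for no effect and medium-only wells lacking cells for full effect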
* hit, by the source's call; nt = not tested or not shown; & = joins results of further samples. Random draw from the library. About 5.9% of those tested had a hit in this group.

SMILES	CHOP inhibitor	TRPN1 ag	p47phox inh	EBV gp42 block	Mdm2 ligase inh	TNF necrop inh	TRPML3 agonist	Runt-SMMHC FRET	PPC-1+TRAIL kill
Cc1ccc(-c2nn(-c3cc(Cl)ccc3[N+](=O)[O-])c(=O)c3ccccc23)cc1	18	-0.8	-5	-4	-2	-1.9	0.6	2	-4
O=C(O)c1ccc(Br)c(S(=O)(=O)N2CCCC2)c1	14	-0.2	-15	-2	0	0.6	0.1	3	2
O=C(c1ccc(-c2nnc(Nc3ccccc3)c3ccccc23)cc1)N1C[C@H]2C[C@H](C1)c1cccc(=O)n1C2	3	-0.5	-8	0	-1	-1.4	0.2	-4	15
Cc1nnc(SCc2ccc(F)cc2)s1	1	-0.9	-8	-13	0	29	-0.3	-2	10
CC(C)C(=O)Nc1cccc(C(=O)OCC(=O)c2ccc(Cl)cc2Cl)c1	37	-0.2	-3	-2	-3	-0.8	0.6	-2	20
COc1ccc(S(=O)(=O)NC(CC(=O)NCCc2ccc(OC)c(OC)c2)C(C)C)cc1 (centres undefined)	-14	1.2	-2	-6	-8	0.8	0.5	-3	9
COc1ccc(NC(=O)C(NC(=O)OC(C)(C)C)C(C)OCc2ccccc2)cc1 (centres undefined)	17	-1.2	-15	-24	1	-2.0	0.2	2	-1
CCOc1ccc(CCNC(=O)C2CCCN2C(=O)OCc2ccccc2)cc1OCC (centres undefined)	1	-0.1	3	3	-1	2.2	-0.1	0	12
CC(C)OCCCNC(=O)c1c(N)n(/N=C/c2cccs2)c2nc3ccccc3nc12	47	0.6	-64	-10	-1	-9.6	-0.1	60	2
CC(C)Cn1c(=O)n(C)c(=O)c2[nH]cnc21	31&-21	nt	-14	-10	0	-1.1	nt	2	0
CCOC(=O)/C(C#N)=C/c1cn(CCC(=O)O)nc1-c1cccc(Br)c1	7	0.5	12	0	1	-0.9	0.5	-1	15
N#Cc1cnn(-c2ncnc3sc4c(c23)CCCC4)c1N	-9	0.7	2	-2	-2	-0.7	0.3	-1	27
COc1ccc(Br)cc1CNC(=O)Nc1cccs1	0	-0.8	98*	-24	-10	0.0	0.4	4	-3
CCOc1ccc(NC(=S)NCc2cccnc2)cc1	10	1.0	-27	-13	-4	-1.3	0.1	0	-4
Cc1cccc2cc(C#N)c(NCCCn3ccnc3)nc12	10	-0.5	-12	-4	-8	-1.6	-0.5	86*	7
CCCNS(=O)(=O)c1cccc(C(=O)NC2CCCc3ccccc32)c1 (centres undefined)	48	-1.5	-5	-14	-11	-0.2	-1.0	3	-2
O=C(NCC(c1cccnc1)N1CCN(c2ccccc2)CC1)C1CCCCC1 (centres undefined)	3	0.0	-2	-20	-14	-1.2	0.3	-2	16
Brc1ccccc1-n1nnc(-c2nccs2)n1	-4	-1.2	-12	-16	nt	-0.4	0.4	-4	12
COc1ccc(C(=O)OCC(=O)NC2CC2)cc1[N+](=O)[O-]	3	0.2	-7	-17	9	0.4	0.9	0	7
O=c1cc(-c2ccccc2)nc(N2CCCCC2)[nH]1	45	-1.2	-6	-18	-2	0.5	-0.1	-1	5
COc1ccc(/C=C(\C#N)C(=O)c2c(C)[nH]c3ccccc23)cc1OC	9	0.3	-37	-13	17	-3.2	0.9	-1	14
Cc1cc(N/N=C/c2ccccc2O)nc(-c2ccccc2O)n1	75*	-0.5	-14	5	-19	-2.6	0.3	1	39
Nc1ncnc(Oc2cccc3cccnc23)c1[N+](=O)[O-]	9	1.0	-7	2	nt	2.4	0.3	-3	7
Cc1cc(=O)oc(C)c1C(=O)NC1CC(C)(C)NC(C)(C)C1	2	1.2	-3	2	nt	-1.1	0.4	-1	0
COc1ccc(/C=C/c2cc(C(F)(F)F)[nH]c(=O)n2)cc1OC	6	-0.6	-3	-16	7	-5.6	-1.0	nt	nt
COc1ccccc1CNC(=O)CCn1c(=O)oc2ccccc21	13	-1.2	-1	-4	-21	0.8	-0.2	0	16
CCCS(=O)(=O)c1cn2cccc(N)c2c1S(=O)(=O)CCC	-8	0.8	1	-3	-16	7.7	1.0	-20	4
COc1ccc(C(=O)OCn2nnc3ccccc3c2=O)cc1OC	-11	0.5	-3	-3	3	-0.8	0.6	1	5
NC1=NC(c2ccc(Cl)cc2)n2c(nc3ccccc32)N1 (centres undefined)	-7	1.3	2	-2	-9	-0.5	0.8	3	-4
O=C(NCc1ccccc1)c1cncc(Br)c1	-4	2.0	-9	-8	3	16	0.2	-1	3
CC(C)c1cc(C(C)C)n2nc(N)nc2n1	3	1.8	-3	-6	-12	-3.6	0.3	2	-5
COc1c2c(cc3oc(=O)ccc13)OC(C)(C)C=C2	-3	nt	-3	-6	-27	-0.6	nt	10	9
CCOC(=O)c1c(NC(=O)CSc2nnnn2C)sc(CC)c1C	32	0.1	-11	-14	-21	2.2	-0.4	2	-15
COC(=O)c1c(-c2ccc(F)cc2)noc1N	38	-0.6	-8	5	-10	-1.3	0.8	-2	8
Cc1ccc2c(c1)c1c(n2CC(O)CNC(CO)(CO)CO)CCCC1 (centres undefined)	11	1.9	-8	17	-15	0.3	1.5	-15	4
COCCNC(=O)CN(c1cc(C(F)(F)F)ccc1Cl)S(C)(=O)=O	-7	-0.1	-7	-12	-30	-1.6	0.6	1	-8

Quoted from the listing (5 entries):
SMILES	CHOP inhibitor	TRPN1 ag	p47phox inh	EBV gp42 block	Mdm2 ligase inh	TNF necrop inh	TRPML3 agonist	Runt-SMMHC FRET	PPC-1+TRAIL kill
COc1c2c(cc3oc(=O)ccc13)OC(C)(C)C=C2	-3	nt	-3	-6	-27	-0.6	nt	10	9
CCOC(=O)c1c(NC(=O)CSc2nnnn2C)sc(CC)c1C	32	0.1	-11	-14	-21	2.2	-0.4	2	-15
COC(=O)c1c(-c2ccc(F)cc2)noc1N	38	-0.6	-8	5	-10	-1.3	0.8	-2	8
Cc1ccc2c(c1)c1c(n2CC(O)CNC(CO)(CO)CO)CCCC1 (centres undefined)	11	1.9	-8	17	-15	0.3	1.5	-15	4
COCCNC(=O)CN(c1cc(C(F)(F)F)ccc1Cl)S(C)(=O)=O	-7	-0.1	-7	-12	-30	-1.6	0.6	1	-8

Next section
SMILES	CHOP inhibitor	TRPN1 ag	p47phox inh	EBV gp42 block	Mdm2 ligase inh	TNF necrop inh	TRPML3 agonist	Runt-SMMHC FRET	PPC-1+TRAIL kill
COc1ccc(-c2nc(C#N)c(N3CCCCCC3)o2)cc1OC	12	-0.3	-12	-20	-8	-3.0	0.5	0	12
Cc1ccc(C)c(-n2c(C)cc(/C=N/NC(=O)c3c(C)nc4cc(C)ccn34)c2C)c1	15	-1.1	-14	-12	nt	-2.4	-0.9	-1	-5
N#CCn1c(CCl)nc2ccccc2c1=O	-27	-0.5	-5	5	-16	-2.7	1.4	-2	14
CN1CCCN(C(=O)CC2(CC(=O)O)CCCCC2)CC1	-9	1.7	-6	9	nt	0.4	0.2	-2	8
CCOC(=O)c1ccc(NS(=O)C23CC4CC(CC(C4)C2)C3)cc1 (centres undefined)	58	-0.1	-9	-7	-9	0.5	0.5	-1	6
CC(c1cccs1)N(Cc1ccco1)C(=S)Nc1ccccc1Cl (centres undefined)	17	0.1	-6	4	-4	-1.1	0.2	4	12
O=C(NCc1ccco1)NC1CCCCC1	-5	0.0	-4	-8	-1	1.2	0.6	-1	9
O=C(NC1CCCCC1)C(=O)N(Cc1cccnc1)C(C(=O)NCc1ccco1)c1ccccc1 (centres undefined)	5	0.2	2	0	-18	1.2	-1.0	1	1
O=C(N/N=C\c1ccc(-c2ccc([N+](=O)[O-])cc2)o1)c1ccc2c(c1)OCO2	12	-0.1	-43	14	-3	1.9	0.8	-59	22
COc1ccc(CCNc2nc(=S)[nH]c3cc(OC)c(OC)cc23)cc1OC	4	2.9	-8	6	-10	-2.4	1.5	3	21
O=[N+]([O-])c1cccc(/C=N/Nc2nc(C(Cl)(Cl)Cl)nc3ccccc23)c1	62	0.0	3	8	-14	1.5	0.5	-2	4
COc1ccc(/C=C/c2nnc(NC(=O)c3ccco3)s2)cc1	0	1.6	-20	0	0	1.7	-0.1	21	19
Cc1ccsc1CN1CC(=O)N(c2c(C)cccc2C)C1=S	26	-0.8	-6	-9	2	0.3	0.6	0	12
CCCCNC(=O)c1ccc(NS(=O)(=O)c2ccccc2)cc1	46	-2.9	-7	-8	-14	0.9	-0.2	0	-17
CCOC(=O)N1CCN(C(=O)COc2ccc(Cl)cc2C)CC1	-2	-0.5	-4	-7	-23	-0.4	1.1	3	28
COC1=C/C(=C/c2c(N)n3nc(-c4ccc(C)cc4)sc3nc2=O)C=CC1=O	12	-0.9	-125	46	4	0.3	0.1	-129	22
COCCNC(=O)c1c[nH]c2ccc(OC)cc2c1=O	25	1.0	-15	11	-11	-0.3	0.5	0	17
CNC(=O)NC(=O)COC(=O)c1ccc(-n2c(C)ccc2C)cc1	0	1.1	-11	-6	-8	-1.0	0.5	1	23
O=C(Cn1cc2c(n1)CCCCC2)N1CCCCC1	18	-0.2	0	-6	-15	8.1	0.5	-1	24
COc1ccccc1-n1cnnc1SCC(=O)c1cc(C)n(Cc2cccs2)c1C	32	1.3	-31	3	14	1.0	-0.6	-8	6
CCCCN1Cc2cc(C(=O)c3cc(OC)ccc3O)cnc2NC1=O	30	-0.9	-29	-27	-9	1.2	0.1	4	13
O=C(COc1cccnc1[N+](=O)[O-])Nc1ccc(S(=O)(=O)N2CCOCC2)cc1	-7	1.7	-1	-4	-15	0.5	1.5	-2	-10
NC12CCc3c(no[n+]3[O-])C1(O)CC(c1ccccc1)=[N+]2[O-] (centres undefined)	14	0.3	3	4	-15	0.2	0.6	-5	22
O=C(c1cc(F)c(F)cc1Cl)N1CCN(c2ccc([N+](=O)[O-])c3ncccc23)CC1	32	-1.6	-3	-7	0	1.2	0.8	0	23
CCCc1[nH]nc2c1C(c1cccc(OC(=O)c3ccco3)c1)C(C#N)=C(N)O2 (centres undefined)	18	-1.2	-13	19	-6	-1.8	0.6	-6	14
COC(=O)c1ccccc1NC(=S)NC(=O)c1ccccc1C	-10	-1.7	-25	-9	-1	-5.1	-0.4	2	-2
COC(=O)c1ccc(CSc2nnc(Nc3ccc(C)cc3)s2)o1	8	-0.7	-13	-11	-3	11	0.0	1	30
COc1ccc(-c2nc(CCNC(=O)c3ccc(Br)o3)cs2)cc1	25	1.3	-16	-4	-5	-3.1	-0.6	2	3
Cc1cc(CNC(=O)COc2ccccc2F)c2ccccc2n1	13	5.9	-19	-8	-10	-0.5	3.7	-5	0
CC(C)c1ccc(NC(=O)c2ccc(NS(C)(=O)=O)cc2)cc1	-1	2.3	-5	-14	-5	0.8	0.3	-4	20
O=C(N/N=C/c1ccncc1)c1ccc(NC(=O)c2ccc(Cl)cc2)cc1	61	1.5	8	-24	5	-0.3	1.1	-7	-1
